PKA inh: blocks human protein kinase A activity. PKA Kemptide phosphorylation, Kinase-Glo ATP luminescence. inhibition, % at 6 µM. hit rate 0.1% among 65,000;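 active = inhibition above the screen-wide mean inhibition plus 3 SD, cut at about 21% in these data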; note: many of its hits are not listed in these tables
ROCK2 blocker: inhibitors of human Rho kinase 2 | purified ROCK2, Kinase-Glo ATP depletion luminescence | inhibition, % at 6 µM | hit rate 0.35% among 60,000 | AID 604;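 active = inhibition above the screen-wide mean inhibition plus 3 SD, cut at about 18% in these data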;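 note: plate controls were DMSO wells for no effect and Y-27632 control wells after no-enzyme background subtraction for full effect; many of its hits are not listed in these tables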
Cdc25B block: human M-phase inducer phosphatase 2 inhibition; P30305; recombinant Cdc25B, OMFP fluorescence Ex485/Em525; inhibition, %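 (compounds tested at 10 µM final in the well)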; hit rate 0.1% among 65,000; in the data active = inhibition above about 50%
Target sequence (P30305 whole entry, looked up): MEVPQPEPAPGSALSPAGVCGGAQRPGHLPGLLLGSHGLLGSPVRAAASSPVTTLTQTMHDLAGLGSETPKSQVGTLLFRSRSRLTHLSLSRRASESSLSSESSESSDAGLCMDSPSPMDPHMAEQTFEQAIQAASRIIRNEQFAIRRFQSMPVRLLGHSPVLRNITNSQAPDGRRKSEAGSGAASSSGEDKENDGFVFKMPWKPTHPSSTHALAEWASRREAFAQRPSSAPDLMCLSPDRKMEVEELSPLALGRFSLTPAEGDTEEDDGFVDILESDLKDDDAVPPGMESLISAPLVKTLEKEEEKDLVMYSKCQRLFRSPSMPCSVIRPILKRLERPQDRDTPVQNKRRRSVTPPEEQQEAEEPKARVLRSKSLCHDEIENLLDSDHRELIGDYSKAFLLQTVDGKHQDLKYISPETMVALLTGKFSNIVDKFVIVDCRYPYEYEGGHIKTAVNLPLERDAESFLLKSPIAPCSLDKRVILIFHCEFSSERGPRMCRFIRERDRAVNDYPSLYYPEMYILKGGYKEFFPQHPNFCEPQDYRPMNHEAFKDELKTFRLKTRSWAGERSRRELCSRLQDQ
Autofluor 339: intrinsic fluorescence of library compounds, ex339/em460 – biochemical, MLSMR library, data from DPM-DC assay, artefact control, profiling panel; compound autofluorescence, ex339/em460 nm, NADH buffer; stronger effect = higher value; 1 = no-compound wells, NADH background; fluorescence fold increase at 10 µM; hit rate 5.5% among 65,000; AID 709;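 active = at 10 µM, mean starting fluorescence two-fold or more over control wells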;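 note: signal is the first read of a kinetic run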
HER2 expr 66K: Her2 kinase expression inhibition. P04626. SKBR-3 HER2 protein level, AlphaScreen, 18-24 h; stronger effect = lower value. HER2 level % of control, % at 10 µM. hit rate 0.69% among 65,000;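 active = HER2 level under 5% of the carrier-only control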;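 note: 100% = DMSO carrier and 0% = 500 nM PU-H71 HSP90 inhibitor; lower value means stronger loss of Her2 protein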
Hsp90 block: displaces geldanamycin probe from tumor Hsp90 | inhibition, % at 30 µM | NCI-N417 lysate Hsp90, Cy3B-geldanamycin FP displacement | AID 429 | P07900 | hit rate 0.35% among 64,000;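 active = inhibition above 50%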;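 note: 0% = tracer plus lysate wells and 100% = tracer alone without lysate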
Abs 340nm: absorbance at 340 nm; compound absorbance at 340 nm, fold over control; fold change at 10 µM; 65,000 tested, under 10 active; AID 708;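 active = at 10 µM dose, initial 340 nm absorbance at least 2 fold that of control wells; inactive = change under 2 fold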;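 note: initial absorbance extrapolated from kinetic A340 decline of NADH oxidation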
DUSP1 inh: blocks human MKP-1 phosphatase activity | AID 374 | hit rate 0.15% among 65,000 | recombinant MKP-1, OMFP hydrolysis fluorescence | P28562 | inhibition, %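 (compounds tested at a single concentration somewhere between 10 and 100 µM)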;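 active = inhibition above about 50%, limit read from the data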;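 note: 0% = DMSO max control wells and 100% = wells with enzyme stopped by NaOH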
JNK3 blocker: inhibitors of human JNK3 kinase; inhibition, % at 8 µM; hit rate 0.61% among 60,000; AID 746; purified JNK3 kinase activity, HTS; in the data active = inhibition above about 17%;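 note: 0% = DMSO and 100% = reference inhibitor; many of its hits are not listed in these tables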
Target sequence (P53779 whole entry, looked up): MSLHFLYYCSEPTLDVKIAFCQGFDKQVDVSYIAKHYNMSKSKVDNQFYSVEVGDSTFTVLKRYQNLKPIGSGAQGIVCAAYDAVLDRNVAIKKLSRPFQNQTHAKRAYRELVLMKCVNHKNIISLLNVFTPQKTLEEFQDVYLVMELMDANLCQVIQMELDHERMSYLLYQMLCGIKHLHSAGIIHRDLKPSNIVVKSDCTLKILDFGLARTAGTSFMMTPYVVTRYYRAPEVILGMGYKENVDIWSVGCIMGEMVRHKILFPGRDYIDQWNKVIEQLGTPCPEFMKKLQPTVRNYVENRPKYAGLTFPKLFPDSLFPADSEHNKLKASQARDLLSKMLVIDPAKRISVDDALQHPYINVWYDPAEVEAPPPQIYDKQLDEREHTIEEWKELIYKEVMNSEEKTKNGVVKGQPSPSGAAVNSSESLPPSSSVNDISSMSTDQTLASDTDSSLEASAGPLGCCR
* marks the source's active call; other numbers are inactive results; nt = no result given; & = joins results of further samples.

SMILES | PKA inh | ROCK2 blocker | Cdc25B block | Autofluor 339 | HER2 expr 66K | Hsp90 block | Abs 340nm | DUSP1 inh | JNK3 blocker
COCCc1ccc(OCC(O)CNC(C)C)cc1 (stereo not drawn) | -3 | 0 | -21 | 1 | 108 | -1&-1 | 0.99 | -12 | 4
COc1ccc(N2CCN(C(=O)CSc3nnc4ncccn34)CC2)cc1 | 7 | nt | -7 | 1.1 | 201 | nt | 1.1 | 6 | nt
CC(/C=C/c1ccccc1)=N/O | 10 | 6 | 0 | 1.1 | 121 | -2 | 1 | 1 | -1
COc1ccc(CCNC(=O)c2cnc3n(c2=O)CCS3)cc1OC | 6 | 6 | -13 | 1.1 | 110 | -2 | 1.1 | 6 | -3
Cc1ccc(Cn2ccc(NC(=O)c3cc(-c4ccccc4)on3)n2)cc1 | -4 | -5 | 4 | 1.1 | 82 | 1 | 1.1 | 8 | 2
Cc1ccc2[nH]c(=O)c(CN(CCN3CCOCC3)C(=O)Nc3ccc(F)cc3)cc2c1 | -9 | 4 | 5 | 1.2 | 83 | -3 | 1 | 8 | 3
CCOc1cccc(-c2nnc3sc(COc4ccccc4)nn23)c1 | -1 | 5 | 12 | 1.1 | 91 | -4 | 0.99 | -4 | -11
COc1cccc(C2c3c(oc4ccccc4c3=O)C(=O)N2c2ccccn2)c1 (stereo not drawn) | -5 | -3 | -3 | 1.2 | 87 | -3 | 1.1 | 17 | 2
C=CCn1c(Cc2c[nH]c3ccccc23)n[nH]c1=S | -2 | 4 | -2 | 1.2 | 73 | 4 | 1 | 13 | -5
NC(=O)CSc1nnc(Cn2c(=O)sc3ccccc32)n1-c1cccc(Cl)c1 | 2 | 2 | 0 | 0.98 | 85 | -1 | 1 | 3 | -3
CC(C)Oc1snc(Cl)c1C(N)=O | 7 | nt | -14 | 1.6 | 93 | 2 | 0.98 | 4 | nt
COc1ccc(S(=O)(=O)NC(CC(=O)NC2CCCC2)c2ccco2)cc1 (stereo not drawn) | 10 | 7 | -2 | 1.1 | 70 | 0 | 1 | 2 | -1
O=c1c2cnn(-c3ccccc3)c2ncn1Cc1ccccc1F | 6 | -6 | 3 | 1.1 | 84 | -4 | 1.1 | -8 | 10
COCCNC(=O)C(c1ccco1)N(Cc1ccc(OC)cc1)C(=O)Cn1nnc2ccccc21 (stereo not drawn) | 12 | 2 | 3 | 1.1 | 115 | -1 | 0.98 | 10 | -5
CCOC(=O)CSc1nc2c(c(=O)n(C)c(=O)n2C)n1Cc1ccccc1F | 9 | 0 | -7 | 1.1 | 100 | -4 | 1 | 7 | -3
Cn1cnnc1SCc1ccccc1Br | 0 | nt | -10 | 1.1 | 100 | -5 | 1 | 28 | nt
CCOc1ccc(NC(=O)N2CCN(CC)CC2)cc1 | 6 | 7 | 3 | 1.1 | 100 | 2 | 1 | 1 | -2
COc1ccc(C2Nc3ccccc3C(=O)N2Cc2ccco2)cc1CN1C(=O)c2ccccc2C1=O (stereo not drawn) | 0 | -4 | -18 | 1.2 | 63 | -4 | 1 | -19 | 6
Cn1c(SCc2nc3ccccc3[nH]2)nnc1-c1cnccn1 | 7 | 6 | -3 | 1.1 | 105 | -1 | 1 | 22 | 2
CC(=O)c1cc2c(cc1NC(=O)C1CC=CCC1C(=O)O)OCO2 (stereo not drawn) | -4 | -3 | 6 | 1.9 | 83 | -5 | 1.1 | 3 | 0
Cc1cc(C)n2nc(NCc3ccccc3)nc2n1 | 4 | 3 | 2 | 3.6* | 87 | 4 | 1.1 | 3 | -3
Clc1cccc(Cl)c1-c1nnc2ccc(N3CCOCC3)nn12 | 7 | 8 | -18 | 1.1 | 82 | -8 | 1.1 | -4 | 4
CC(C)c1ccc(NC(=O)c2csnn2)cc1 | 8 | -1 | -14 | 1 | 92 | -2 | 1 | 2 | 10
CCCCN1C(=O)CN(CCc2ccccc2)C(=O)C1c1ccc(OC)cc1 (stereo not drawn) | 5 | nt | -15 | 1.1 | 100 | -2 | 1 | 35 | nt
O=C(COc1ccccc1)N(Cc1ccco1)C1CCS(=O)(=O)C1 (stereo not drawn) | 4 | 1 | 2 | 1.1 | 107 | -1 | 1 | -8 | -2
CC(=O)OCC(=O)[C@@]12OC(C)(C)O[C@@H]1C[C@H]1[C@@H]3C[C@H](F)C4=CC(=O)C=C[C@]4(C)[C@@]3(F)[C@@H](O)C[C@@]12C | -8 | -8 | -3 | 1 | 94 | -1 | 0.99 | -18 | 1
COc1cc(C(c2sc3nc(C)nn3c2O)N2CC(C)OC(C)C2)cc(OC)c1OC (stereo not drawn) | -6 | 2 | -3 | 1.1 | 111 | 2 | 1.1 | 14 | 4
O=C(O)c1ccc(-n2nnnc2SCc2ccccc2F)cc1 | 3 | -5 | -5 | 1.1 | 97 | -2 | 1 | 7 | -4
CCOC(=O)C(CC)Sc1ncnc2c1nnn2-c1ccc(F)cc1 (stereo not drawn) | 11 | 5 | -13 | 1.1 | 75 | -3 | 0.99 | -1 | 4
CN(C)S(=O)(=O)n1cnc(-c2ccccc2)c1-c1ccccc1 | 8 | 6 | -1 | 1.1 | 101 | -2 | 1 | 4 | 0
CC1(C)CC2CC(C)(CN2C(=O)COC(=O)c2n[nH]c(=O)c3ccccc23)C1 (stereo not drawn) | -4 | 2 | 0 | 1.1 | 95 | 0 | 1.1 | 21 | -5
N#CCSc1ncnc2sc3c(c12)CCC3 | 8 | 2 | 4 | 1.1 | 73 | -6 | 1 | 2 | 8
O=C(Nc1ccccc1)c1cc(N2CCOCC2)nc2ccccc12 | 7 | 6 | 11 | 1.7 | 108 | -11 | 1 | -12 | 7
CCOC(=O)c1[nH]c2ccccc2c1NC(=O)CC(C)(C)C | -8 | -3 | -2 | 1.7 | 103 | -2 | 1.1 | 0 | -6
COc1ccc(N2CCN(C(=O)c3ccc(NS(=O)(=O)c4ccc(F)cc4)cc3)CC2)cc1 | 3 | 7 | -18 | 1.1 | 98 | 1 | 0.98 | 28 | -3
COc1ccc(C(=O)OCC(=O)NCc2ccco2)cc1OC | 8 | 4 | -7 | 1 | 94 | -2 | 0.96 | 13 | -8
OCCCNC(c1ccccc1)c1ccc(O)cc1 (stereo not drawn) | 12 | 8 | 0 | 1.1 | 81 | -3 | 1 | -3 | 1
COc1ccccc1NC(=O)c1cn(C)c(=O)c2cc(OC)c(OC)cc12 | 7 | 7 | 7 | 1.1 | 96 | -3 | 1 | 25 | -2
COc1ccccc1NC(=O)c1ccc(Br)o1 | -2 | -4 | -3 | 1 | 80 | 1 | 1.1 | -8 | 3
Nc1nonc1-c1nc2ccccc2n1Cc1ccc(F)cc1 | 6 | 1 | -4 | 1.1 | 24 | -1 | 1.1 | 22 | -7
Cc1nc(C)c(C(=O)C2=C(O)C(=O)N(CCN3CCOCC3)C2c2cccs2)s1 (stereo not drawn) | 13 | 8 | -16 | 1 | 81 | -16 | 1.1 | 2 | -1
CC(=O)c1c(C(C)=O)c(C)n(-c2nc(-c3cccs3)c(C)s2)c1C | 0 | -1 | -6 | 1.1 | 60 | -3 | 1 | -1 | -1
N#CCCN(Cc1cccnc1)C(=O)Nc1cccc(Cl)c1 | 0 | -2 | 8 | 1.1 | 100 | 2 | 1 | 24 | -1
COCCNC(=O)C(c1cccs1)N(C(=O)Cn1nnc2ccccc21)c1ccc2c(c1)OCO2 (stereo not drawn) | 7 | 2 | -12 | 1.1 | 92 | -5 | 0.98 | 30 | -2
COC1(OC)C(=N/O)/C(=N\O)CCC1O (stereo not drawn) | 9 | 5 | 2 | 1.1 | 94 | -4 | 1 | -6 | 3
COc1cc(Br)cc(CN2CCN(C/C=C/c3ccccc3)CC2)c1O | -1 | -8 | -19 | 0.99 | 121 | 5 | 0.99 | 11 | 8
Cc1ccccc1CN1CCN(CC(=O)NCc2ccccn2)C1=O | 5 | 0 | -13 | 1.1 | 94 | -4 | 1 | 7 | -3
CCN1C(=O)N(CN2CCOCC2)C2C1N(CN1CCOCC1)C(=O)N2CC (stereo not drawn) | -2 | 6 | 7 | 1.1 | 160 | 4 | 0.99 | -13 | 4

Autofluor 339: hit marks shown above.
| molecule | PKA inh | ROCK2 blocker | Cdc25B block | Autofluor 339 | HER2 expr 66K | Abs 340nm | DUSP1 inh | JNK3 blocker |
| --- | --- | --- | --- | --- | --- | --- | --- | --- |
| Cc1cc(C)n2nc(NCc3ccccc3)nc2n1 | 4 | 3 | 2 | 3.6* | 87 | 1.1 | 3 | -3 |

Continued.
SMILES | PKA inh | ROCK2 blocker | Cdc25B block | Autofluor 339 | HER2 expr 66K | Hsp90 block | Abs 340nm | DUSP1 inh | JNK3 blocker
O=C(COc1ccc(S(=O)(=O)N2CCCCC2)cc1)NC1CCCCC1 | 9 | 7 | -5 | 1 | 97 | 0 | 1 | 12 | -12
COc1cccc2c(=O)n(CC(=O)N3CCCCCC3)ccc12 | -2 | 1 | -3 | 1.3 | 101 | -6 | 1.1 | -3 | 1
CC(C)NC(=O)c1cc(=O)n(C)c(=O)n1C | 9 | 4 | -2 | 1.1 | 99 | -6 | 1 | 5 | 0
CC1(C)NC(=O)N(CCOc2ccc3c(c2)CCC3)C1=O | 5 | 5 | 4 | 1.1 | 61 | -1 | 1.1 | -10 | -1
O=c1c2c3c(sc2nc2n1CCCC2)CCC3 | nt | nt | -10 | 1.1 | 88 | nt | 1.1 | 0 | nt
CCOc1ccc(N(CC(=O)NC2CCCC2)S(=O)(=O)c2c(C)[nH]c(=O)[nH]c2=O)cc1 | 3 | 5 | -3 | 1.1 | 98 | -1 | 1 | 3 | 0
C=COC(=O)CSc1snc(SCC(=O)OC)c1C#N | 0 | -8 | -2 | 1 | 76 | -2 | 1 | -2 | 1
COc1cc(NC(=O)c2cc(C)on2)cc(OC)c1OC | 0 | -3 | -8 | 1.1 | 85 | -3 | 1 | 13 | -3
O=c1[nH]c(CN2CCc3ccccc32)nc2scc(-c3cccs3)c12 | 6 | nt | 4 | 1.2 | 44 | nt | 1.1 | 10 | nt
CCN(CC)CCCNC(=O)Cc1c(C(=O)O)n(C)c2ccccc12 | 8 | 5 | -1 | 1.1 | 136 | 0 | 0.98 | -25 | -2
CC1CCC(N2CCN(c3ncccn3)CC2)CC1 (stereo not drawn) | 6 | 1 | -16 | 1.1 | 90 | -9 | 1 | -1 | 5
Cc1cc(C)n(-c2nc3sc4c(c3c3nnc(SC(C)C)n23)CC(C)(C)OC4)n1 | -1 | 4 | 1 | 1.9 | 90 | -8 | 1.1 | 2 | 9
CCc1nn(CC(=O)NCCCN(Cc2ccccc2)C(C)C)c(=O)c2cc3sccc3n12 | 7 | 5 | 0 | 1.1 | 137 | -1 | 0.99 | 7 | -2
C=CCN1C(=O)C(O)=C(C(C)=O)C1c1ccccc1F (stereo not drawn) | 11 | 3 | -2 | 1.1 | 126 | -2 | 1.1 | -1 | 1
O=C(Cn1ccc2ccccc2c1=O)Nc1ccc2c(c1)OCO2 | 12 | 10 | -8 | 1.1 | 96 | 1 | 1 | 6 | -5
COc1ccc(OCC(O)CNC(=O)c2ccc(Br)cc2)cc1 (stereo not drawn) | 7 | nt | -12 | 1.1 | 97 | -8 | 1.1 | 2 | nt
O=C(O)CCC(=O)Nc1ccc(-c2nnc(-c3ccco3)o2)cc1 | 9 | 6 | 0 | 2.1* | 101 | -6 | 1.1 | -5 | -1
CCN1CCN(C(c2cccs2)C(C)NC(=O)c2cccc(OC)c2)CC1 (stereo not drawn) | -11 | -1 | 6 | 1.1 | 117 | -1 | 1 | 7 | -2

Compound activity deposited in PubChem BioAssay by several laboratories.

This is a subset; the hit share may differ from the screen's.
